Screening results deposited in PubChem BioAssay by National Center for Advancing Translational Sciences (NCATS).
IMPase inh = qHTS Assay for Identifying the Cell-Membrane Permeable IMPase Inhibitors | Inositol monophosphatase 1 (Rattus norvegicus), P97697 | CHO-M1 cells, IP1 accumulation, HTRF TR-FRET ratio | inhibition (IP1 accumulation), % at 46.1 µM | 120,000 tested, under 10 active; active means well fitted curve in the direction sought with a large enough effect in the signal ratio, not every such curve was filed as active; inconclusive means small, poorly fitted or top-dose-only effect, or a change in a side signal; inactive means no such curve, though single readings can be large or run the other way; the % refers to the signal ratio;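 further: cells stimulated with carbachol in lithium chloride buffer; plate controls were DMSO basal wells for no effect and reference inhibitor wells for full effect; higher means more IMPase inhibition seen as more IP1 and lower FRET ratio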
Target sequence (P97697 whole entry, looked up): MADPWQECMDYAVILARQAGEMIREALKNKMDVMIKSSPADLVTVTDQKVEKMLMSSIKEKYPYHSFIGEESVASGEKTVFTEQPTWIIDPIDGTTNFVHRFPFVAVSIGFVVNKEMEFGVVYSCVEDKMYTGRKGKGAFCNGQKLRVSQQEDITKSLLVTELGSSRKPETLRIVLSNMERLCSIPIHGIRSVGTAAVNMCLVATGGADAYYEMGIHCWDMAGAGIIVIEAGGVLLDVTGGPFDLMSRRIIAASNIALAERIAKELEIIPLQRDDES
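CHO-M1, 2000 cells/well, cultured 16–30 h; cpd up to 46 uM; carbachol (50 uM solution, stimulation buffer w/ 50 mM LiCl, pH 7.4), 30 min 37C; IP-One TR-FRET, 10 min RT; Ex 320/Em 665, 620; Hill-fit AC50.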
PNC inhibitor = High Content Assay for Compounds that inhibit the Assembly of the Perinucleolar Compartment; PC3M PTB-GFP, PNC prevalence imaging, 16 h; stronger effect = lower value; activity change (PNC), negative = inhibition, % at 10 µM; actives 3.1% (n = 140,000); AID 2417, 2010;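 active means readout at or below -70, meaning at least 70% loss of cells showing the perinucleolar compartment, a nuclear body marking cancer cells; inconclusive means readout between -30 and a set limit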;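 further: plate controls were DMSO wells for no effect and camptothecin positive control wells for full effect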
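Compounds are pinned in duplicate onto adhered PC3M cells stably expressing GFP-tagged PTB and incubated 16 h at 37 C. Cells are then fixed, nuclei stained with Hoechst, and PNC-positive cells counted.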
ALOX12 inhib = qHTS Assay for Inhibitors of 12-hLO (12-human lipoxygenase). Polyunsaturated fatty acid lipoxygenase ALOX12 (Homo sapiens), P18054. AID 1452, 2008. actives 0.12% (n = 150,000). purified 12-hLO, xylenol orange hydroperoxide absorbance. Potency, µM (highest dose often 57.1 µM), inactives show at the highest dose activity change, negative = inhibition, most hits filed as inhibitors; further: potency means the concentration at half of the fitted maximal effect; nearly all actives have a fitted effect of over 55% in size; many of its hits are not listed in these tables
Target sequence (P18054 whole entry, looked up): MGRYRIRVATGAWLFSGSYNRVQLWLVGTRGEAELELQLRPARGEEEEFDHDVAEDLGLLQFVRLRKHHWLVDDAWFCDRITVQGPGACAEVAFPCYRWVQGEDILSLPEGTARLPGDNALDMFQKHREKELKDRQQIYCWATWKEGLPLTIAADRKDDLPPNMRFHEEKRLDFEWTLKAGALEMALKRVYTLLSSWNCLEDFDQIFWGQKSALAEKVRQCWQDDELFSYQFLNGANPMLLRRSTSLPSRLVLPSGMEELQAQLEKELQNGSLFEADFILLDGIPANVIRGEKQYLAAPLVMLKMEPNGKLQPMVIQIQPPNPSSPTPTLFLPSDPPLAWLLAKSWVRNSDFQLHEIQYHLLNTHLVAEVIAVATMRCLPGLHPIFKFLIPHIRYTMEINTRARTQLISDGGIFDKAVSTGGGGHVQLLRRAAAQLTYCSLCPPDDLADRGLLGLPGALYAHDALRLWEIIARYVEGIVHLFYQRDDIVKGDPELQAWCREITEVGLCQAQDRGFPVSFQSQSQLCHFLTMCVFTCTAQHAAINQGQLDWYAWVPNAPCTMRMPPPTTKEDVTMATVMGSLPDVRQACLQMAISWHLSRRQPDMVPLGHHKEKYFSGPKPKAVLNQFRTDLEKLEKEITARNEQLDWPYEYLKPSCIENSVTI
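Lipoxygenase turnover measured by absorbance at 573 and 405 nm after Fe-XO development. Human 12hLO 150 nM, arachidonate 40 uM, pH 7.0 Hepes buffer with detergent; 15 min compound preincubation, 30 min reaction.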
ALOX15B inhib = qHTS Assay for Inhibitors of 15-hLO-2 (15-human lipoxygenase 2); purified 15hLO-2, xylenol orange hydroperoxide absorbance; Potency, µM (titrated, usually from 57.1 µM), inactives show top-dose activity change, negative = inhibition, most hits filed as inhibitors; actives 0.56% (n = 110,000); AID 881, 2007; further: potency means the concentration at half of the fitted maximal effect; nearly all actives have a fitted effect of over 60% in size; many of its hits are not listed in these tables
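Purified human 15hLO-2 (50 nM) preincubated 15 min with compound, then 45 uM arachidonic acid for 90 min at RT in 25 mM Hepes pH 7.5, 0.01% Triton X-100. Hydroperoxide detected by Fe-xylenol orange; 573/405 nm absorbance ratio.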
* = called active by the depositor; ? = inconclusive; / = not tested or not shown; [ ] = dose if it differs, or a comment. Unless noted, the call rests on the fitted dose curve; in most records, active means well fitted curve in the direction sought with a large enough effect; inconclusive means small, poorly fitted or top-dose-only effect, or another doubt; inactive means no such curve, though single readings can be large; an effect the other way counts as inactive or inconclusive. Unless noted, on the % scale 0 is the no-effect control and ±100 the full control effect. A portion of the library, so the mix of outcomes need not match the whole.

SMILES	IMPase inh	PNC inhibitor	ALOX12 inhib	ALOX15B inhib
Cc1c(NC(=O)OCCSc2nc(N(C)C)nc(N(C)C)n2)sc(=S)n1C	-1	-21	-6%	-18%
COC(=O)C1CCN(C(=O)CSc2nnc(-c3ccncc3)o2)CC1	0	27	0%	1%
CCOC(=O)c1c(NC(=O)c2ccoc2C)sc(C)c1C	7	3	4%	11%
CCOc1cccc(OCCOCCN2CCCC2)c1	6	?	3%	2%
N#Cc1nc(-c2ccc(OCc3ccccc3)cc2)oc1NCCCn1ccnc1	9	-2	7%	57%[activator]
O=C(O)c1ccccc1S(=O)(=O)c1ccccc1CO	-4	?	-3%	1%
CC(C)NC(=O)CN1CCC(O)(c2ccccc2)CC1	-1	-8	1%	2%
CC(C)(C)c1ccc(S(=O)(=O)N2CCN(CCC#N)CC2)cc1	0	-23	-7%	-3%
Cc1ccnc(SCC(=O)c2ccc([N+](=O)[O-])cc2)n1	7	-5	-4%	/
CCOC(=O)c1[nH]c(C)c(C(=O)c2cc(F)ccc2F)c1C	14	-95*	-13%	-2%
CN(C)CCNC(=O)C(C(=O)c1ccc(F)cc1)n1ccccc1=O (stereo not given)	-4	28	-3%	-4%
COc1ccccc1CN1CC[C@@]2(CCCN(C(=O)c3c(C)noc3C)C2)C1	/	/	-1%	4%
O=C(NCCN1CCCCC1)c1cc(OCC(F)(F)F)ccc1OCC(F)(F)F	-1	-8	-3%	9%
O=C(c1cccs1)N(C(=O)c1cccs1)c1ccccn1	9	-9	-3%	6%
NS(=O)(=O)c1cnccc1Nc1ccc(Cl)c(Cl)c1	/	-26	3%	/
CCCCn1c(=O)n(C)c(=O)c2c(C(F)(F)F)cc(-c3ccncc3)nc21	-1	?	-3%	-1%
Cc1nn(-c2ccc(F)cc2)c(Cl)c1/C=C1\C(=O)Nc2ccccc21	/	-19	-17%	/
CC(C)CN(C(=O)COC(=O)c1ccccc1SCC(=O)NC1CCCCCC1)C1CCS(=O)(=O)C1 (stereo not given)	3	30	-3%	/
Nc1nc(-c2cccs2)c(NC(=O)c2ccccc2)s1	21	-26	-20%	?
O=C(Oc1ccc(-c2nc(-c3ccccn3)no2)cc1)c1ccccc1	7	0	0%	-6%
CC(=O)N1CCCc2cc(S(=O)(=O)NC(C(=O)NC(C)c3ccccc3)C(C)C)ccc21 (stereo not given)	10	?	-4%	-8%
CN(C(=O)COC(=O)c1ccccc1SCC(=O)NC1CCCCCCC1)C1CCS(=O)(=O)C1 (stereo not given)	/	?	-1%	/
COc1ccccc1NC(=O)CSc1nc2n[nH]c(C)c2c(=N)n1-c1ccccc1Cl	11	29	-1%	/
CCC(C)N1C(=O)C2C(C(=O)Nc3cccc(OC)c3)C3C=CC2(O3)C1C(=O)NC1CCCCC1C (stereo not given)	6	6	1%	-2%
O=C(CCc1ccccc1)NNC(=O)COc1ccccc1	-12	?	0%	-2%
Cc1occc1C(=O)NCc1ccc(C(=O)O)o1	1	31	-4%	6%
CNC(=O)c1sccc1SCc1ccc(Cl)cc1Cl	3	?	-4%	1%
O=C(/C=C/c1ccco1)NC(=S)Nc1ccc(O)c(-c2nc3ccccc3s2)c1	-10	39	-6%	/
Cc1ccc2oc3c(c(=O)c2c1)C(c1cccc(Br)c1)N(Cc1ccco1)C3=O (stereo not given)	4	-1	-7%	-18%
Cc1nc2ccccc2c(=O)n1NC(=O)/C=C/c1ccccc1	/	?	-1%	/

Reformatted as labelled records: part of the list above
O=C(CCc1ccccc1)NNC(=O)COc1ccccc1
- IMPase inh: -12
- PNC inhibitor: ?
- ALOX12 inhib: 0%
- ALOX15B inhib: -2%

Cc1occc1C(=O)NCc1ccc(C(=O)O)o1
- IMPase inh: 1
- PNC inhibitor: 31
- ALOX12 inhib: -4%
- ALOX15B inhib: 6%

CNC(=O)c1sccc1SCc1ccc(Cl)cc1Cl
- IMPase inh: 3
- PNC inhibitor: ?
- ALOX12 inhib: -4%
- ALOX15B inhib: 1%

O=C(/C=C/c1ccco1)NC(=S)Nc1ccc(O)c(-c2nc3ccccc3s2)c1
- IMPase inh: -10
- PNC inhibitor: 39
- ALOX12 inhib: -6%
- ALOX15B inhib: /

(list continues)
SMILES	IMPase inh	PNC inhibitor	ALOX12 inhib	ALOX15B inhib
Fc1ccc(CNc2cnccn2)cc1	-17	-20	5%	/
O=C(NCCCN1CCN(c2ccccc2)CC1)Nc1ccccc1C(F)(F)F	-3	?	0%	17%
CCc1cc2c(=O)c(-c3nc(C)cs3)coc2cc1OC(C)C(=O)NCCO (stereo not given)	/	5	1%	/
Cc1ccc(S(=O)(=O)/C(C#N)=C/c2c(N3CC(C)OC(C)C3)nc3c(C)cccn3c2=O)cc1 (stereo not given)	10	?	-7%	-15%
O=C1NC(=O)C(c2ccccc2[N+](=O)[O-])=C1Nc1ccc(O)c(Cl)c1	-3	/	-8%	-6%
COCCn1c(SCC(=O)N2CCCC2)nnc1C(C)C	4	11	-4%	2%
CS(=O)(=O)c1cccc(C(=O)NC(c2ccccc2)c2ccccc2)c1	-6	-27	-6%	-6%
CC(=O)c1cc(F)c(N2CCCCCC2)cc1C	-11	-21	-7%	/
CCOc1ccccc1N1CCN(S(=O)(=O)CC)CC1	4	9	1%	-23%
Cc1c(NC(=O)CSc2nnc3sc4ccccc4n23)c(=O)n(-c2ccccc2)n1C	-3	?	-4%	2%
COCCCn1c2nc3ccccc3nc2c2c(=O)n(Cc3ccc(Cl)cc3)c(C)nc21	8	40	-9%	-8%
COc1ccc(-n2cnc3cc(NCc4ccccn4)ccc32)cc1	7	37	-3%	/
Cc1ccc2cc(C#N)c(N3CCCN(C(=O)C4CCCO4)CC3)nc2c1 (stereo not given)	-9	-24	-5%	-16%
Cn1c(=O)n(C)c(=O)n(CC(=O)N2CCCCC2)c1=O	4	-30	1%	-4%
COc1cccc2cc(C(=O)N3CCN(C45CC6CC(CC(C6)C4)C5)CC3)c(=O)oc12	1	?	-1%	6%[2.29 µM]
O=S(=O)(c1ccc(N2CCOCC2)cc1)N1CCOCC1	-10	1	0%	-26%
N#CC(C#N)=C1CCc2ccccc2N1	1	-23	2%	/
c1ccc(-c2nnc3sc(-c4csc5c4CCCC5)nn23)cc1	10	3	-9%	-19%
Clc1cccc(-c2nnc(SC/C=C/c3ccccc3)n2Cc2ccco2)c1	9	?	-7%	4%
O=C(COC(=O)Cc1ccc(-c2ccccc2)cc1)NCc1ccc(F)cc1	/	10	-2%	/
OC1CCN(c2ncnc3c2nnn3Cc2c(F)cccc2Cl)CC1	1	?	-2%	2%
O=C(/C=C/c1ccc(O)c(O)c1)O[C@@H](C(=O)O)[C@@H](OC(=O)/C=C/c1ccc(O)c(O)c1)C(=O)O	/	/	-8%	9%
CCc1nn(CC(=O)O)c(=O)c2ccccc12	1	11	-9%	-3%
COc1cc(-c2n[nH]c(=S)n2-c2cc(C(F)(F)F)ccc2Cl)cc(OC)c1OC	/	-6	0%	/
O=C(NCCNC(=O)c1cccs1)c1ccco1	-9	-4	-2%	5%
CCCn1c(=O)c2ccccc2n2c(SCC(=O)c3ccccc3)nnc12	14	?	-1%	-8%
COc1cc(C2Nc3ccc4ncccc4c3C3=C2C(=O)CCC3)ccc1O (stereo not given)	0	-22	-5%	-6%
O=C1CC(c2ccccc2)CC(O)=C1C=NCCCO (stereo not given)	-8	-4	-1%	-10%
COc1ccccc1-c1nnc2sc(C3CCCCC3)nn12	8	-9	-9%	-3%
CCOC(=O)N1CCC(NC(=O)c2cnn3c(C(F)(F)F)cc(-c4cccc(OC)c4)nc23)CC1	-12	-3	-1%	-6%
CCOc1ccccc1Nc1nnc(SC(C)C(=O)Nc2nc(-c3ccccc3)cs2)s1 (stereo not given)	/	?	-5%	/
CC(NC(=O)c1ccco1)C(c1cccs1)N1CCN(c2ccccc2)CC1 (stereo not given)	13	?	-16%	2%
COc1ccc(C(=O)N2CCC3(CC2)CN(C(=O)NC(C)C)C3)cc1	/	/	-3%	1%
O=C(COC(=O)c1ccccc1C(=O)N1CCN(c2ccccc2)CC1)Nc1ccc(F)cc1	10	12	-5%	-6%
O=C(Nc1ccc2c3c(cccc13)CC2)c1ccc(Br)o1	-5	20	1%	-3%
CCn1cc(C(=O)O)c(=O)c2cc(F)c(N3CCN(S(=O)(=O)c4ccc(NC(C)=O)cc4)CC3)cc21	-4	7	2%	/
O=C(NCCN1CCOCC1)c1cc(-c2ccc(F)cc2)on1	6	-9	-4%	-2%
Cc1nn(-c2ccccc2)c(N2CCCC2)c1/C=N/NC(=O)c1cc(-c2cccs2)nc2ccccc12	10	11	0%	/
CC(C)[C@H](NC(=O)c1ccc(Cl)c([N+](=O)[O-])c1)C(=O)NCc1ccc(Cl)cc1Cl	/	7	-4%	/
CN1CCN(S(=O)(=O)c2ccc(NC(=S)NC(=O)c3ccc(Cl)cc3)cc2)CC1	0	8	?	?
CCOC(=O)C1=C(N)OC2=C(C(=O)CC(C)(C)C2)C1C1CCCCC1 (stereo not given)	8	11	-11%	9%
Cc1ccc(Cl)cc1N1CCN(C(=O)C2(S(=O)(=O)c3ccc(Cl)cc3)CC2)CC1	3	16	-7%	3%
CN(CCOc1ccccc1)c1ccc(S(=O)(=O)N2CCCCC2)cn1	6	31	-9%	31%[activator]
C[C@@H](C(=O)Nc1nc(-c2ccccn2)cs1)N1C(=O)C2CCCCC2C1=O (stereo not given in full)	-4	38	-15%	20%
Cc1nn(-c2ccccc2)c(N)c1C(c1ccccc1)c1c(C)nn(-c2ccccc2)c1N	-1	-21	-3%	/
CCN(CC)CCn1c(NCc2ccc(OC)cc2)nc2ccccc21	3	36	-2%	22%
CCC(=O)NC(=S)Nc1ccc(NC(=O)c2ccccc2[N+](=O)[O-])cc1	-5	-12	-2%	/
CC(=O)Nc1ccc(S(=O)(=O)N(C)c2ccccc2)cc1	5	28	-3%	3%
O=C(/C=C/c1ccc(OCc2ccccc2)c(OCc2ccccc2)c1)c1cccnc1	11	-16	1%	/
CC1(C)CC(=O)c2sc(NC(=O)Cc3cccs3)nc2C1	0	187	2%	/
CCc1c(C(=O)NNC(=S)NCCc2ccccc2)csc1C	-2	-5	-5%	/
O=C(NCCNC(=O)c1ccc(Br)o1)c1ccc(Br)o1	4	37	-7%	-6%
Cc1ccc(/C=C/C2=NN(Cc3ccc(Cl)c(Cl)c3)C(=O)CC2)cc1	0	-20	-7%	9%
COC(=O)c1oc2ccc(Br)cc2c1NC(C)=O	-4	-19	-4%	-1%
C=CCNC(=O)NC(=O)COn1nnc2ccc(S(=O)(=O)N(C)C)cc21	/	42	3%	/
CCn1cc(C(=O)NCCCN2CCC(C)CC2)c(=O)c2cc(S(=O)(=O)N3CCCC3)ccc21	8	13	-4%	-1%
Cc1ccc(C)c(S(=O)(=O)N2CCN(CC(=O)NC(=O)NCc3ccccc3)CC2)c1	4	17	-3%	12%
O=C1C2CC=C(Cl)CC2C(=O)N1CCC[n+]1ccccc1 (stereo not given)	3	-21	-1%	-8%
COc1ccccc1NC(=O)C1=C(C)Nc2nc(-c3ccc(N(C)C)cc3)nn2C1c1ccncc1 (stereo not given)	2	-24	-3%	28%
